Pol iota inh – blocks human DNA polymerase iota activity. 1% of 390,000 active. Q9UNA4. Potency, µM (doses to about 115 µM), without a hit: at the highest dose activity, negative = inhibition, actives largely listed as inhibitors. Pol iota fluorescent replication assay, 10 min; note: potency is the fitted concentration of half-maximal effect
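Pol iota at 10 nM preincubated 15 min with compounds at room temperature; reaction started with fluorescent substrate, 50 nM final. Fluorescence read kinetically at 0 and 10 min; buffer-only wells as negative control.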
PGK inhibitor – T. brucei PGK inhibition; PGK/GAPDH coupled, Kinase-Glo luminescence, 60 min; Potency, µM (doses to about 57.5 µM), without a hit: at the highest dose activity change, negative = inhibition, most hits filed as inhibitors; 0.043% of 380,000 active; AID 602233; note: potency is the fitted concentration of half-maximal effect; % is set by controls: 0 for no effect and ±100 for the full control effect; nearly all actives have a fitted effect of over 60% in size
Target sequence (P07378 whole entry, looked up): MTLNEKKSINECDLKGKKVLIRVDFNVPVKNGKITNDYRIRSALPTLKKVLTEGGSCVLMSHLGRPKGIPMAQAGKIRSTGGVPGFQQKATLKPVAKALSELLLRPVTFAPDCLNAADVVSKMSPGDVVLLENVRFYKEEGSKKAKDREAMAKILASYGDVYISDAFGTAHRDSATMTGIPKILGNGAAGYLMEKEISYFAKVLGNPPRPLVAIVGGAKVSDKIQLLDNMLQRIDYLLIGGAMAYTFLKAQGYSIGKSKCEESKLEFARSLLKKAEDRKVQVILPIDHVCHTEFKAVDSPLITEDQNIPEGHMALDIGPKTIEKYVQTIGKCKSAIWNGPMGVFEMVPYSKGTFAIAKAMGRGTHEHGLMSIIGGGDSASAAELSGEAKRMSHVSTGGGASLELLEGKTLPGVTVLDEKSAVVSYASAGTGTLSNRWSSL
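Recombinant glycosomal PGK reaction used 1,3-bisphosphoglycerate generated in-well by GAPDH (100nM final) in 100mM TEA pH 7.6, 5mM MgCl2, 0.01% Tween-20. After 60 minutes at room temperature, ATP was read by Kinase-Glo Plus luminescence end-point.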
APEX1 inh – inhibitors of human APE1 endonuclease; P27695; recombinant APE1, TAMRA/BHQ-2 abasic DNA cleavage fluorescence; Potency, µM (titrated, usually from 65.8 µM), for inactives: top-dose activity change, negative = inhibition, actives largely listed as inhibitors; 0.35% of 350,000 active; AID 2517;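 note: potency is the fitted concentration of half-maximal effect; plate controls were vehicle for no effect and reference inhibitor for full effect; nearly all actives have a fitted effect of over 55% in size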
Target sequence (P27695 whole entry, looked up): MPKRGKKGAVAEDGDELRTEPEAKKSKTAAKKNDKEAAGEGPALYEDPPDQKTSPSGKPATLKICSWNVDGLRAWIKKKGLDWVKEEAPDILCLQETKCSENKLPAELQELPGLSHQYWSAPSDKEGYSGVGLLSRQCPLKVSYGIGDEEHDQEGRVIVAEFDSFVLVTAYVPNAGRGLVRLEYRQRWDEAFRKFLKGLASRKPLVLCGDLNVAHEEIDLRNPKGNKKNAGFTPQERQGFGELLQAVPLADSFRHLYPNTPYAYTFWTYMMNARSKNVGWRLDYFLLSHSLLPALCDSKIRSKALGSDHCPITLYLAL
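Step 1: APE1 (0.75 nM) with compound, 15 min RT. Step 2: add 50 nM fluorophore/quencher THF duplex. Step 3: three fluorescence reads 60 s apart (525/598 nm); read 3 minus read 1 = reaction progress.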
Pol beta inh – inhibitors of human DNA polymerase beta; 1.3% of 340,000 active; Potency, µM (titrated, usually from 114 µM), inactives show at the top dose activity change, negative = inhibition, usual class: inhibitors; Pol beta primer extension/strand displacement, fluorescence kinetic; P06746; AID 485314; note: potency is the fitted concentration of half-maximal effect; % is set by controls: 0 for no effect and ±100 for the full control effect
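Pol beta (10 nM) and compounds were preincubated 15 min at room temperature, then 50 nM substrate (final) started primer extension/strand displacement. Reads were taken at 0 and 10 min; concentration-response data were fitted to a four-parameter Hill equation.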
POLK inh – DNA polymerase kappa (human) inhibition; Q9UBT6; purified Pol kappa, fluorescent DNA synthesis assay, 10 min; Potency, µM (highest dose often 107 µM), without a hit: at the highest dose activity, negative = inhibition, usual class: inhibitors; 0.53% of 400,000 active; AID 588579; note: potency is the fitted concentration of half-maximal effect; % is set by controls: 0 for no effect and ±100 for the full control effect
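Kinetic fluorescence readout at 0 and 10 min followed reaction start with substrate at 50 nM final. Beforehand, enzyme (10 nM Pol kappa) stood 15 min with compound at room temperature; buffer-only wells were negative controls.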
RXFP1 antag – antagonists of human relaxin receptor RXFP1 | Q9HBX9 | HEK293-RXFP1, relaxin-stimulated cAMP HTRF, 30 min; hits give low values | 0.59% of 350,000 active | activity change, negative = inhibition, % at 57.5 µM;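 active = activity change of -60% or lower, but not beyond a set lower limit; inconclusive = change between -60% and -40%, or beyond the set limit; inactive = change above -40%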; note: % is set by controls: 0 for no effect and ±100 for the full control effect
Anesthetic bind – candidate novel general anesthetic via apoferritin binding | P02791 | apoferritin/1-aminoanthracene competitive binding, fluorescence | Potency, µM (highest dose often 77.5 µM), inactives show at the highest dose activity change, negative = displacement, actives largely listed as inhibitors | 0.074% of 350,000 active | AID 485281; note: potency is the fitted concentration of half-maximal effect; % is set by controls: 0 for no effect and ±100 for the full control effect; nearly all actives have a fitted effect of over 20% in size
Target sequence (P02791 2-175 limits assumed): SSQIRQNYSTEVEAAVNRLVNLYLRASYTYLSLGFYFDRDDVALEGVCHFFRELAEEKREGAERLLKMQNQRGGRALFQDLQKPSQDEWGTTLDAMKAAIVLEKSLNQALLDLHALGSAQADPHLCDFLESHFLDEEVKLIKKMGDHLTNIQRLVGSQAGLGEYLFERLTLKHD
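Apoferritin-based anesthetic binding model; compound displacement of fluorescent 1-AMA measured as endpoint fluorescence after 10 minutes at room temperature, scaled to free-ligand and complex controls.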
BLM inh – Bloom syndrome helicase (human) inhibition; P54132; recombinant BLM DNA unwinding, fluorescence dequenching; Potency, µM (highest dose often 56.1 µM), without a hit: at the top dose activity change, negative = inhibition, hits mostly inhibitors; 0.2% of 350,000 active; AID 2528;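 note: potency is the fitted concentration of half-maximal effect; plate controls were vehicle for no effect and no enzyme for full effect; nearly all actives have a fitted effect of over 35% in size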
Pol eta inh – blocks human DNA polymerase eta activity. Q9Y253. recombinant Pol eta, fluorescent DNA replication assay. Potency, µM (series often up to 114 µM), for the others: at the top dose activity change, negative = inhibition, usual class: inhibitors. 1.2% of 390,000 active; note: potency is the fitted concentration of half-maximal effect; % is set by controls: 0 for no effect and ±100 for the full control effect
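Pol eta at 10 nM preincubated with compounds 15 min at room temperature; reaction started with fluorescent substrate (50 nM final) and read kinetically at 0 and 10 min.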
Starred values were filed as active, the others as inactive; i = inactive; ? = inconclusive; . = no result given; [ ] = dose if it differs, or a comment. Unless noted, calls come from the whole dose curve; as a rule, active = well fitted curve in the direction sought with a large enough effect; inconclusive = small, poorly fitted or top-dose-only effect, or another doubt; inactive = no such curve, though single readings can be large; an effect the other way counts as inactive or inconclusive. A portion of the library. The share of hits here may be higher or lower than overall.

The first six compounds (preview)
SMILES | Pol iota inh | PGK inhibitor | APEX1 inh | Pol beta inh | POLK inh | RXFP1 antag | Anesthetic bind | BLM inh | Pol eta inh
CC(C)OP(=O)(OC(C)C)C(Nc1ccccn1)c1ccc(F)cc1 (stereo not given) | 7% | -5% | 2% | 16% | -10% | 11 | -5% | -1% | -13%
Cc1ccc(Cl)c(NC(=O)CN(C)CC(=O)Nc2ccc(F)c(F)c2F)c1Cl | 63%[activator] | 0% | -4% | 6% | 3% | -4 | -13% | -1% | -14%
CCN(CC(=O)N1CCOCC1)S(=O)(=O)c1ccc(Cl)cc1 | 38%[activator] | -2% | 20% | 21% | 1% | -3 | -1% | -2% | -20%
CCOC(=O)C1(CCCc2ccccc2)CCN(C(=O)C(C)n2cncn2)CC1 (stereo not given) | 21% | 1% | 7% | -2% | -13% | 8 | -12% | -2% | 6%
CC(=O)c1ccc(NC(=O)C2CC(=O)N(C(C)C)C2)cc1 (stereo not given) | 27% | -2% | 3% | 12% | -6% | -6 | -3% | -9% | 0%
CCOC(=O)c1sc2nc(C)nc(SC(C)C(=O)NC3CC3)c2c1C (stereo not given) | 26% | -9% | -1% | . | 12% | -3 | . | . | -7%

All compounds of this part, previewed entries included:
SMILES | Pol iota inh | PGK inhibitor | APEX1 inh | Pol beta inh | POLK inh | RXFP1 antag | Anesthetic bind | BLM inh | Pol eta inh
CC(C)OP(=O)(OC(C)C)C(Nc1ccccn1)c1ccc(F)cc1 (stereo not given) | 7% | -5% | 2% | 16% | -10% | 11 | -5% | -1% | -13%
Cc1ccc(Cl)c(NC(=O)CN(C)CC(=O)Nc2ccc(F)c(F)c2F)c1Cl | 63%[activator] | 0% | -4% | 6% | 3% | -4 | -13% | -1% | -14%
CCN(CC(=O)N1CCOCC1)S(=O)(=O)c1ccc(Cl)cc1 | 38%[activator] | -2% | 20% | 21% | 1% | -3 | -1% | -2% | -20%
CCOC(=O)C1(CCCc2ccccc2)CCN(C(=O)C(C)n2cncn2)CC1 (stereo not given) | 21% | 1% | 7% | -2% | -13% | 8 | -12% | -2% | 6%
CC(=O)c1ccc(NC(=O)C2CC(=O)N(C(C)C)C2)cc1 (stereo not given) | 27% | -2% | 3% | 12% | -6% | -6 | -3% | -9% | 0%
CCOC(=O)c1sc2nc(C)nc(SC(C)C(=O)NC3CC3)c2c1C (stereo not given) | 26% | -9% | -1% | . | 12% | -3 | . | . | -7%
CCOC(=O)C1CCN(C(=O)C2CCN(S(=O)(=O)c3c(C)noc3/C=C/c3ccc(C)cc3)CC2)CC1 | 18% | i | . | 0% | -9%[60.1 µM] | . | ? | -8% | -9%
COc1ccc(C(=O)OCCOc2ccccc2C(C)=O)c(O)c1 | 83%[activator] | -2% | -2% | ? | -15% | 7 | -16% | -2% | 6%
COc1ccc(-c2coc3c(OC)c(OC)cc(OC)c3c2=O)cc1 | . | . | -1% | . | -3%[60.1 µM] | . | -12% | 2% | .
O=C(O)c1ccc(COc2ccccc2[N+](=O)[O-])o1 | 0% | -2% | ? | ? | -9% | 17 | 2% | -13% | 13µM*
Cc1ccc(C(C)C)c(OCC(=O)NS(=O)(=O)c2ccc(Cl)cc2)c1 | 22% | -2% | -11% | 21% | -2% | -14 | -4% | -4% | -19%
COc1ccc(C(CC(=O)NCCN2CCOCC2)NS(=O)(=O)c2ccc(C)cc2)cc1 (stereo not given) | -6% | . | 7% | 7% | -7% | 9 | -4% | -2% | 6%
O=C(c1cccs1)N1CCC(c2nc3ccccc3s2)CC1 | -2% | -13% | ? | 9% | -8% | 8 | -21% | -3% | -4%
CCn1c(=O)cc(SCC(=O)NCC2CCCO2)c2ccccc21 (stereo not given) | 4%[58.9 µM] | 0% | -2% | -3% | -4% | 19 | -1% | 0% | -10%
Clc1cccc(CNCCNCc2cccc(Cl)c2)c1 | 105%[activator] | 3% | -6% | -7% | 8% | -7 | -20% | -2% | -15%
CCOc1ccccc1NC(=O)CSc1ncc(S(=O)(=O)c2ccc(C)c(C)c2)c(N)n1 | 17% | -10% | . | -1% | -2% | . | 2% | 1% | -17%
CCOC(=O)c1nnn(-c2nonc2-n2cccc2)c1CN1CCCCC1 | -6% | 3% | -1% | 0% | -20% | -13 | ? | -9% | -8%
CC1(C)CC(=O)C(=CN2CCN(C(=O)c3ccco3)CC2)C(=O)C1 | 6% | -4% | 6% | 0% | -14% | 12 | ? | 1% | -3%
O=C(O)CCC(=O)N1CCOc2ccc(Cl)cc21 | -1% | -3% | 2% | 47% | -1% | -22 | -6% | 1% | -2%
Cc1[nH]c2ccccc2c1C(=O)CSc1cccc[n+]1[O-] | 41%[activator] | -2% | -3% | 15% | -5% | 7 | 1% | 2% | -1%
Cc1cc(C)c2[nH]c(C(=O)Nc3ccc(F)cc3Br)cc2c1 | 136%[activator] | 8% | -3% | ? | -18% | -14 | -12% | -5% | -18%
Cc1cc(C)n(CC(O)CN2C(=O)NC(C)(C)C2=O)n1 (stereo not given) | 15% | -4% | 16% | -18% | -10% | 2 | 7% | 4% | 4%
Cc1ccc(NC(=O)c2cc(-c3ccc(C)o3)nc3ccccc23)nc1 | 20µM* | . | -11% | ? | ? | -4 | -13% | -2% | 22µM*
COc1ccc(-c2coc3c(CN4CCOCC4)c(O)ccc3c2=O)cc1 | 1% | -2% | 1% | -12% | 3% | -1 | -3% | -7% | 7%
O=C(CCCc1nc(-c2ccccc2)no1)NCc1cccnc1 | -6% | i | 3% | 25% | -11% | 6 | -18% | -3% | -6%
O=[N+]([O-])c1ccc(NNC(=S)Nc2ccccc2)cc1 | ? | -10% | -1% | 27% | 4% | -24 | ? | -7% | -11%
O=C(O)CCc1ccc(-c2ccc(Cl)cc2)n1CCC(=O)O | -3% | 4% | -2% | 9% | 3%[60.1 µM] | -5 | -8% | 0% | ?
Cc1cc(Cl)cc(C)c1OCC(=O)O | 1% | -1% | -2% | -1% | -11% | -1 | -13% | 2% | 0%
C[C@H](CO)N1C[C@H](C)[C@@H](CN(C)C(=O)NC2CCCCC2)Oc2c(NS(=O)(=O)c3cn(C)cn3)cccc2C1=O | 19% | 4% | -5% | . | 4% | . | . | . | 0%
CC(CNC(=O)CCc1ccccc1)NC(=O)CCc1ccccc1 (stereo not given) | 62%[activator] | 0% | . | . | 2% | -4 | . | . | -15%
CCn1c(=O)cc(SCC(=O)NCc2ccccc2OC)c2ccccc21 | 29% | -5% | . | -2% | -4% | . | -16% | 3% | -18%
C(=NOCCc1ccccc1)c1cccnc1 | 78%[activator] | 0% | . | . | -22% | -17 | . | . | 0%
COC(=O)Cc1c(O)ccn(Cc2ccccc2OC)c1=O | 14% | -5% | -3% | 22% | -18% | -2 | -8% | 0% | -17%
O=C(Nn1c(-c2ccc(Br)cc2)nc2ccccc2c1=O)c1cccnc1 | 23% | -2% | -1% | 3% | -9% | -9 | -9% | -2% | -1%
Cc1ccc(CNC(=O)/C=C/c2ccc(S(=O)(=O)NCc3ccco3)cc2)cc1 | 112%[activator] | 6% | 28% | 0% | -7% | -11 | 1% | -3% | -17%
COc1cc(NC(=O)c2cc([N+](=O)[O-])ccc2N2CCOCC2)ccc1NC(=O)c1ccco1 | 8% | i | -4% | 16% | -2% | -23 | -18% | -2% | -20%
Cc1ccc(S(=O)(=O)NC(C(=O)N2CCOCCOCCOCCOCC2)c2ccccc2)cc1 (stereo not given) | 60%[activator] | 10% | 0% | 26% | -2% | -4 | -3% | -2% | -7%
COc1ccc2[nH]cc(CCNC(=O)Cc3ccc(Br)cc3)c2c1 | 236%[activator] | i | 20% | -20% | -7% | -6 | -12% | -6% | -13%
Cn1c(=O)c2cc(S(=O)(=O)NCCC(=O)N3CC=C(c4ccccc4)CC3)ccc2n(C)c1=O | -1%[58.9 µM] | -5% | -4% | 0% | -2% | -13 | ? | -1% | -14%
CCN(CC)Cc1oc(CO)cc(=O)c1O | ? | -14% | -11% | ? | -13% | -6 | -1% | -9% | -18%
Clc1ccc(CN2C3=NCCN3c3ccccc32)cc1Cl | 32%[activator] | -1% | 2% | 16% | 2% | -18 | -19% | -10% | 7%
CCCCCn1c(N2CCN(Cc3ccccc3)CC2)nc2c1c(=O)[nH]c(=O)n2C | 2% | -1% | 2% | -6% | 0% | -5 | -12% | -1% | -21%
CC1=C(C(=O)OC(C)C)C(c2ccco2)NC(=O)N1 (stereo not given) | ? | -9% | 0% | 50µM* | -13% | -16 | -15% | 1% | ?
Nc1nc2ccccc2n1CCOc1ccc(Cl)cc1 | 64%[activator] | 4% | -2% | 8% | -9% | -5 | -4% | -3% | 1%
O=C1CCc2cc(S(=O)(=O)NCCC(=O)NC3CCN(Cc4ccccc4)CC3)ccc2N1 | 11% | 6% | -1% | 10% | -4% | -9 | -6% | -2% | 5%
COc1ccc(OCC(=O)Nc2ccc(N3CCC(C)CC3)cc2)cc1 | 16% | -9% | -4% | 67%[activator] | -6% | -1 | -19% | 0% | -15%
NS(=O)(=O)c1ccc(CNS(=O)(=O)c2ccc(Cl)nc2)cc1 | 18% | -3% | -3% | 23% | -2% | 2 | -13% | 3% | -7%
CCOC(=O)C1=C(C)NC(=O)NC1c1ccc(Cl)cc1Cl (stereo not given) | -2% | -2% | 1% | -3% | 11% | -5 | 7% | -8% | 1%
CCC(C)NC(=O)c1ccc(CN2CCc3ccccc3C2)cc1 (stereo not given) | 26% | i | -1% | 63% | 12% | -2 | -7% | 0% | -15%

Screening data as filed in PubChem.
